# TcdB inh: TcdB glycohydrolase inhibition; AID 652162; inhibition, % at 9.99 µM; 0.24% of 350,000 active; P18177; TcdB glycohydrolase enzymatic assay, plate reader; in the data active means inhibition above about 10%
# BoNT-F LC inh: blocks Botulinum neurotoxin F light chain protease. Multiplex microsphere protease cleavage assay, flow cytometry. inhibition, % at 10 µM. 0.22% of 360,000 active; in the data active means inhibition above about 35%, passing the limit was not always enough; inconclusive means no clear call, values can overlap the other calls; further: plate controls were buffer without enzyme for full effect and enzyme alone for no effect
# FadD28 FP inh: blocks FadD28 binding to the bisubstrate probe; fluorescence polarization; inhibition, % at 12.5 µM; 0.22% of 360,000 active; in the data active means inhibition above about 8.5%, passing the limit was not always enough; inconclusive means no clear call, values can overlap the other calls
# PfHsp40 rescue: compounds rescuing yeast from Plasmodium falciparum HSP40 toxicity; S. cerevisiae expressing PfHsp40, growth rescue, ATP luminescence; 0.68% of 340,000 active; growth rescue, % at 12.5 µM; in the data active means growth rescue above about 28%, passing the limit was not always enough; inconclusive means no clear call, values can overlap the other calls;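 further: yeast W303a lacking pdr1 and pdr3 grown in galactose medium; growth measured after three days at 30 °C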
# Anthrax LF inh2: anthrax lethal factor protease inhibition | P15917 | multiplex microsphere protease cleavage assay, LF | inhibition, % at 10 µM | 0.12% of 360,000 active; further: plate controls were buffer without enzyme for full effect and enzyme alone for no effect
# BoNT-A LC inh2: BoNT A light chain protease inhibition; multiplex microsphere protease substrate cleavage, flow cytometry; inhibition, % at 10 µM; 0.17% of 360,000 active; AID 588499; further: plate controls were buffer without enzyme for full effect and enzyme alone for no effect
# Yp Topo-I inh: Y. pestis Topo-I inhibition via cleavage products | Y. pestis Topo-I cleavage product accumulation, plate reader | activity, % at 10 µM | 0.064% of 360,000 active | AID 504884; in the data active means activity above about 50%, passing the limit was not always enough; inconclusive means no clear call, values can overlap the other calls; further: inactives centre near 2
# CCHFV vOTU inh: blocks the CCHF virus ovarian tumor domain protease; CCHFV vOTU protease, Pep-AMC fluorescence; inhibition, % at 11.5 µM; 0.55% of 370,000 active; AID 651958; in the data active means inhibition above about 30%; further: 0% = vehicle wells with enzyme and 100% = no enzyme wells
# PrPC TRFRET: inhibitors of human cell surface prion protein PrPC | P04156 | TR-FRET read-out | inhibition, % at 13.8 µM | 0.43% of 370,000 active | AID 720596; in the data active means inhibition above about 24%; further: 0% = median of the test wells and 100% = reference compound wells
# * = called active by the depositor; ? = inconclusive; / = not tested or not shown. Unless noted, no stated cut-off is given here; in the data, active means inhibition above about 30%; inconclusive means no clear call, values can overlap the other calls; inactive means below that.
SMILES,TcdB inh,BoNT-F LC inh,FadD28 FP inh,PfHsp40 rescue,Anthrax LF inh2,BoNT-A LC inh2,Yp Topo-I inh,CCHFV vOTU inh,PrPC TRFRET
S=c1[nH]nc(CCc2ccc(Cl)cc2)o1,-1.7,-1.8,-0.2,-0.7,-2.6,-0.6,-9.6,-14.5,0.7
CC(C)C[C@@H](CNCC(=O)[C@H](C)NC(=O)c1[nH]cnc1C(=O)N[C@@H](C)CN)NC(=O)c1nc[nH]c1C(=O)N[C@@H](CO)C(=O)O,-0.9,2.2,-2.6,1.2,-6.7,-0.7,-2.1,-2.5,-2.6
COc1ccc(OC)c(NC(=O)Nc2cccnc2)c1,1.0,-6.4,-0.6,-1.4,-4.0,-0.9,3.4,-9.9,-2.8
CC(=O)OCC(=O)[C@@]1(O)CCC2C3CCC4=CC(=O)CCC4(C)C3C(=O)CC21C (stereo not given in full),0.3,7.7,-0.2,0.1,12.3,-0.2,-1.3,-1.1,-5.6
S=c1[nH]nc(C2CCCCC2)n1/N=C/c1ccccc1Br,0.7,9.1,-1.8,4.5,3.4,1.6,25.8,-5.8,2.2
CCCCn1nnnc1NCc1cccc(OC)c1OC,2.4,-5.3,-0.5,-1.8,-2.9,-1.2,3.7,-14.8,3.3
Cc1cc(Cl)c2oc(C(=O)N3CCN(C4CCS(=O)(=O)C4)CC3)c(C)c2c1 (stereo not given),0.8,10.0,-1.8,0.0,-0.6,1.5,12.5,-12.1,2.8
Cc1ccc(NC(=S)N(CCCN2CCCC2)Cc2cccn2Cc2ccc(Cl)cc2)cc1C,0.6,2.8,-51.5,-1.4,-10.9,-1.5,-2.0,-5.2,6.1
COc1ccc2oc(=O)c(C(=O)N3CCN(C(=O)c4ccco4)CC3)cc2c1,0.3,-13.5,0.6,-0.1,1.3,-3.8,-3.8,-46.9,-8.5
O=C(NCc1cccc(C(F)(F)F)c1)c1ccc[nH]1,1.4,-5.2,0.8,-0.6,-6.3,-2.5,-2.6,8.0,-3.0
Cc1cc(CN(C)C(=O)CC2C(=O)NCCN2CC(c2ccccc2)c2ccccc2)on1 (stereo not given),0.3,6.8,-0.7,-0.3,-0.8,1.8,-7.6,-4.1,-3.5
Cc1cc(C(=O)COC(=O)c2cccc(NS(C)(=O)=O)c2)c(C)n1CC1CCCO1 (stereo not given),0.0,4.8,-1.7,1.9,-4.6,3.8,20.5,8.4,-1.6
O=C(CCn1c(=O)oc2ccc(Cl)cc21)NCCCN1CCOCC1,0.9,-8.7,1.0,-0.8,1.6,-2.1,-0.7,1.7,-4.5
CC(C)[C@H](NC(=O)c1ccc(F)cc1)C(=O)N(C)Cc1cccs1,1.8,/,0.8,-0.9,/,/,2.5,-6.0,1.9
CN1CCN(C(=O)/C=C/c2ccc(C#N)cc2)CC1,1.2,0.7,1.3,-1.7,4.6,-1.9,-5.1,-1.7,-10.4
C[C@H](CO)N1C[C@H](C)[C@@H](CN(C)S(=O)(=O)c2ccc(F)cc2)Oc2c(NC(=O)Cc3ccccc3)cccc2C1=O,2.0,-0.6,0.3,-0.3,-4.1,-0.7,18.5,-1.5,-3.6
COc1ccc(Cl)cc1NC(=O)Nc1cnccn1,-0.6,-4.0,-3.4,-0.8,0.4,-1.7,-2.2,1.2,0.2
CC(=O)c1sc(Nc2nc3ccc(F)cc3s2)nc1C,/,-12.3,-3.5,3.9,-2.3,1.5,4.6,25.7,-0.8
O=C(CSc1nc2ccccc2c(=O)[nH]1)Nc1ccc(Br)cc1,-0.4,-2.6,0.0,-0.8,-8.8,-1.1,6.5,0.3,-6.4
N#Cc1ccc(-c2cn(-c3ccccc3)c3[n+]2CCCS3)cc1,0.8,4.8,1.9,-0.2,-3.1,-0.4,-4.0,-4.7,-3.5
N#Cc1ccc(OCc2nnc(SCC(=O)N3CCCc4ccccc43)n2-c2ccccc2)cc1,/,-19.5,-0.2,2.1,-3.1,-0.8,-6.2,-24.9,1.1
O=C(NCC(c1ccco1)N1CCN(c2ccccc2)CC1)C1CCCCC1 (stereo not given),1.3,-5.5,-1.0,/,2.2,-0.6,5.2,1.9,11.1
CC(C)(C)NC(=O)CSc1nc2ccc(NC(=O)CSc3nnnn3Cc3ccccc3)cc2s1,/,?,-1.6,0.4,-8.4,0.8,8.3,14.5,15.1
CC(=O)c1c(NC(=O)C(C)C)nc(C)nc1-c1ccccc1,/,1.6,-1.4,0.9,-1.2,-0.1,2.8,16.0,-2.6
CC(C)COC(=O)N1CCCCC1c1cc(C(=O)Nc2ccc3c(c2)OCO3)no1 (stereo not given),0.8,-5.1,0.2,/,-4.1,0.0,22.6,-12.0,-0.3
CC1(C)Cc2ccccc2-c2nnc(SCC(=O)N3CCN(c4ccccc4)CC3)n21,/,-8.0,-0.8,1.9,-2.4,0.1,10.0,-15.3,13.0
CCOc1cc(C)c(C(C)C)cc1S(=O)(=O)N1CCN(C)CC1,/,-0.5,-4.7,0.6,1.2,0.5,-0.1,6.9,-4.0
C=CCn1c(N)c(C(=O)NCC2CCCO2)sc1=S (stereo not given),/,-192.2,-0.1,0.4,-9.1,-15.1,-1.7,19.6,-9.1
COC(=O)CNC(=S)NC(=O)c1ccc(C(C)(C)C)cc1,0.4,-0.8,-1.6,1.0,-4.3,-1.3,-0.8,12.2,8.0
CCN1CCN(c2nc3c(C)cccn3c(=O)c2/C=C(\C#N)S(=O)(=O)c2ccccc2)CC1,/,15.5,-4.3,-0.4,3.4,2.5,16.5,11.3,-17.3
O=C1CC(N2CCN(Cc3ccccc3)CC2)C(=O)N1c1ccc2c(c1)OCCO2 (stereo not given),/,-6.5,0.5,0.9,-3.0,0.4,-5.3,7.2,-0.3
CC(C)(O)c1cc2ccccc2c(=O)o1,0.1,-3.7,-1.6,-0.8,6.7,0.8,6.3,-3.2,2.7
CC(=O)N1CCCc2cc(S(=O)(=O)N3CCCC(C(=O)NCc4ccc(Cl)cc4)C3)ccc21 (stereo not given),-2.3,0.0,-0.5,1.3,-1.3,0.6,33.6,8.3,29.3*
Cc1ccc(NC(=O)COC(=O)Cn2ccc(=O)[nH]c2=O)cc1C,1.1,-3.5,-4.2,-0.1,2.0,-1.1,0.8,-0.1,-4.2
CN(C)c1c(N)[nH]c2c(c1=O)c(=O)n(C)c(=O)n2C,-3.8,5.8,-1.0,0.2,-0.1,0.0,-5.1,3.7,-2.3
COc1ccc(C(=O)NC(CC(=O)O)c2cc([N+](=O)[O-])ccc2Cl)c(SC)c1 (stereo not given),33.7*,-1.8,2.4,0.9,-0.9,0.5,5.9,2.9,3.5
Cn1c(SCC(=O)NCc2ccc3c(c2)OCO3)nnc1C1COc2ccccc2O1 (stereo not given),/,10.7,-1.8,-0.8,-0.7,0.8,19.5,10.7,6.3
O=C(Cn1cc2c(n1)CCCCC2)NC1CCCCCC1,1.3,-5.0,-1.3,-0.2,-1.0,0.0,5.5,-5.2,-2.8
CN(C(=O)COC(=O)c1ccccc1SCC(=O)NC1CCCCCCC1)C1CCS(=O)(=O)C1 (stereo not given),/,-0.8,-2.2,-1.3,0.8,0.2,24.1,-10.9,4.3
O=C1C=CN(C(=O)Oc2ccccc2)CC1,0.1,-8.9,-1.6,-0.3,-0.4,0.2,9.7,-11.3,2.6
O=C(O)Cn1c(SC2CCCCC2)nc2ccccc21,/,-10.1,-2.2,-0.2,-10.5,-0.4,0.4,-2.1,1.2
CNc1cc(=O)n(C)c(=O)n1-c1ccccc1,-0.1,-4.0,-3.6,1.0,-0.6,-0.6,2.9,-15.0,-1.5
COc1ccc(N2CCN(c3ncnc4nc[nH]c34)CC2)cc1,-0.8,5.3,-1.3,-0.8,-2.6,-0.6,-4.0,-5.5,-0.2
OCCN1CCN(C(=S)Nc2ccccc2)CC1,-0.1,1.3,-3.3,-1.0,-1.1,0.3,2.0,-6.2,-2.0
COc1ccc(-c2c3c(=O)n(C)c(=O)n(C)c3cn2NC(C)=O)cc1,/,-12.2,0.1,-1.0,-4.9,-1.5,10.4,3.3,1.8
O=[N+]([O-])c1ccc(S(=O)(=O)NCC(c2cccnc2)N2CCc3ccccc32)cc1 (stereo not given),-0.2,-5.9,-1.3,-0.4,3.5,-0.1,-9.9,-5.1,-37.3
O=C(CN(Cc1ccco1)C(=O)CNS(=O)(=O)c1ccccc1)NC1CCCCC1,/,-9.8,-0.2,-1.5,-0.4,-0.3,0.4,-1.0,-2.4
Cn1c(=O)[nH]c(=O)c2c1nc(N1CCCCC1)n2CCSc1ncccn1,0.7,3.6,-0.7,1.3,-0.9,0.6,3.8,-5.2,7.4
CC1CCCN(CCCN2C(=O)C3C(C(=O)Nc4cccc(Cl)c4)C4C=CC3(O4)C2C(=O)NC2CCCCC2)C1 (stereo not given),0.7,-31.5,0.2,0.4,-7.8,-6.3,8.7,10.1,-3.8
COc1ccc(CNC(=O)[C@H](C)NC(=O)[C@@H]2Cc3ccccc3CN2)cc1,-11.1,-3.2,-6.1,5.4,-2.2,-0.7,2.7,2.6,3.7
CCOc1ccc(CCNC(=O)CS(=O)(=O)Cc2nc(-c3ccc(OC)cc3)oc2C)cc1,-0.6,0.3,-7.8,-0.5,0.5,2.8,29.8,-3.8,-1.6
CCOc1ccccc1OCCCCCc1c(C)n[nH]c1C,/,-9.3,1.9,0.3,-5.6,-1.8,28.7,13.3,17.9
COc1ccccc1-c1cc2c(c3c1ccn3C)C1CCC2O1 (stereo not given),3.9,9.7,1.2,/,21.2,10.3,/,-12.8,-0.5
Cn1c(=O)c2c(ncn2CCOC(=O)C(C)(C)Oc2ccc(Cl)cc2)n(C)c1=O,0.1,-7.3,-0.2,/,-2.8,-0.8,8.4,3.1,0.0
CNc1nc(SCc2ccccc2)nc(N2CCOCC2)n1,/,-8.8,-0.3,0.7,-2.8,-0.9,-9.3,-12.2,0.8
CC(C)(C)C(=O)N1Cc2cc(N3CCCCC3)ccc2-n2nncc2C1,0.1,-5.6,-0.5,/,-8.0,-0.4,/,20.8,-3.9
Cc1nc(C)n(C(C)CNS(=O)(=O)c2ccc(Cl)cc2)n1 (stereo not given),1.6,-4.5,-1.4,-0.3,0.6,-0.6,-4.4,13.0,4.2
